# MrgX1 antag = blocks BAM8-22 activation of human MrgX1 receptor; Q96LB2; MRGX1-HEK293 calcium flux, Fluo-4, BAM8-22 antagonism; active compounds read low; B-score at 10 µM; 310,000 compounds, 1.3% hits;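 active = calcium-response B-score plate-corrected more than 3 library SD below zero, starting fluorescence within 5 deviations, no agonist response on first addition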;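 note: peak minus trough fluorescence over baseline after final BAM8-22 challenge near maximal dose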
# Target sequence (Q96LB2 whole entry, looked up): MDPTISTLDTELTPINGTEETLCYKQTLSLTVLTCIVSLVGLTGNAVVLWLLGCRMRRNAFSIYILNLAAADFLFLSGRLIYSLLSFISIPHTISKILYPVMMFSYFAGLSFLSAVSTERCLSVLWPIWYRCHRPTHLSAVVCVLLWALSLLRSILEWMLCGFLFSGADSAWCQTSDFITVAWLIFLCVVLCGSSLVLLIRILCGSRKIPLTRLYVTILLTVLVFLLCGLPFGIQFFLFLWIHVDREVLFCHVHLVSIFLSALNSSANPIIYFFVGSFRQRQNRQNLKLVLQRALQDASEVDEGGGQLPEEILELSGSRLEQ
# TRPC4 potent = TRPC4 (mouse) allosteric potentiation | HEK293 TRPC4beta/mu-opioid, DAMGO EC20, Fluo-4 Ca2+ flux; active compounds read high | B-score at 10 µM | 310,000 compounds, 0.42% hits | AID 2227;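 active = B-score of calcium response area above 5 SD of library B-scores, with initial fluorescence ratio within 5 SD of library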;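 note: B-score of integrated fluorescence ratio over time as area under calcium response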
# SKKanGAS inh = SKKanGAS growth inhibition; S. pyogenes SKKanGAS, kanamycin growth, BacTiter-Glo, 6 h; inhibition, % at 7.5 µM; 300,000 compounds, 1.3% hits; AID 1662;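 active = mean replicate score, as percent of positive control median, at least 50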;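 note: strain carries kanamycin resistance gene driven by streptokinase promoter and grows in 40 µg/ml kanamycin; loss of luminescence reflects streptokinase promoter inhibition or plain growth inhibition; 0% = median of DMSO wells and 100% = positive control at its reference dose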
# TMEM16A act = activators or potentiators of mouse TMEM16A chloride channel; Q8BHY3; HEK293 TMEM16A/YFP-H148Q/I152L, iodide quench fluorescence; active compounds read low; B-score at 10 µM; 340,000 compounds, 0.3% hits; AID 623877;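 active = fluorescence-ratio B-score plate-corrected deviation score at least 3 library SD below zero, with starting fluorescence score within 5 deviations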;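 note: channel opened by trigger with iodide after compound preincubation; score built on the fluorescence ratio of max minus min over baseline; more negative score means more quench and so TMEM16A activation or potentiation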
# MrgX1 ag = activates human MrgX1 receptor signaling. 310,000 compounds, 0.44% hits. Q96LB2. AID 588627. B-score at 10 µM. MrgX1-HEK293 cells, Fluo-4 calcium fluorescence, agonist mode; active compounds read high;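 active = calcium response B-score plate-corrected fluorescence ratio at least 3 library SD, with starting fluorescence B-score inside 5 SD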
#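 Assay system: stable human MrgX1 HEK293 cell line. Quantity: 15,000 cells per well. Schedule: cells plated overnight, dye loaded 0.5 h 37 °C, 0.5 h room temperature. Detection: Fluo-4 NW calcium-flux fluorescence, kinetic read. Read-out basis: peak-minus-minimum fluorescence over baseline, converted to B scores. Control set: positive and negative control wells on each plate.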
# TRPC4 inh = inhibitors of mouse TRPC4 channel; HEK293 TRPC4beta/mu-opioid, DAMGO-evoked Fluo4 calcium flux; active compounds read low; AID 2247; 300,000 compounds, 0.39% hits; B-score at 10 µM;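 active = B-score over 3 SD under the library average, no early fluorescence shift, positive overall ratio signal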
#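 Assay system: HEK293 cells with stable TRPC4beta plus mu-opioid receptor expression; Probe or stimulus: DAMGO in two steps, submaximal then maximal; Dosing: single-point compound dosing; Measured by: Fluo4 calcium-dye fluorescence, kinetic read; Read-out basis: B score from integrated Fluo4 fluorescence ratio.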
# TRPC4 act = opens the mouse TRPC4 cation channel; AID 2237; 310,000 compounds, 0.49% hits; B-score at 10 µM; Q9QUQ5; HEK293 TRPC4beta/mu-opioid, Fluo4 calcium fluorescence; active compounds read high;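 active = B-score above 5 SD of library B-scores, and initial fluorescence ratio not above library mean plus 5 SD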;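 note: positive B-score marks a calcium rise read as TRPC4 activation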
#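 Assay system: HEK293 stable line with TRPC4beta plus mu-opioid receptor; schedule: 45 min room-temperature Fluo4 loading, 110 s read; technique: kinetic Fluo4 calcium fluorescence; evaluation: integrated baseline-normalised fluorescence ratio, converted to per-well B score; controls: buffer (low) and maximal DAMGO (high)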
# TRPC6 act = activators of mouse TRPC6 channel. Q61143. HEK293-TRPC6 membrane potential dye fluorescence; active compounds read high. B-score at 10 µM. 310,000 compounds, 0.13% hits;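 active = B-score of the integrated fluorescence ratio above library mean plus 3 SD, and starting fluorescence ratio within library mean plus 5 SD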;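 note: higher score means more depolarization so channel activation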
# MrgX1 allo act = human MrgX1 positive allosteric modulation, primary screen; Q96LB2; MrgX1-HEK293, Fluo-4 calcium flux, FDSS; active compounds read high; B-score at 10 µM; 310,000 compounds, 0.63% hits; AID 588675;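 active = plate-corrected calcium response at least 3 library SD above typical, normal starting fluorescence, not activating the receptor alone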;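 note: compound read alongside a low EC10 to EC30 dose of BAM8-22 agonist; peak minus trough fluorescence over baseline measured at the second addition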
# ANO1 block = inhibitors of mouse TMEM16A calcium-activated chloride channel; Q8BHY3; HEK293 TMEM16A/YFP iodide influx fluorescence, ionomycin; normalized B-score (activity score, 25-100; higher = stronger inhibition) at 10 µM; 310,000 compounds, 1.2% hits; AID 588511;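 active = ratio plate-corrected score three or more library SD toward inhibition, starting fluorescence score within five deviations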;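 note: score derived from kinetic fluorescence span divided by baseline fluorescence per well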
# TRPC6 inhibitor = mouse TRPC6 channel inhibition. B-score at 10 µM. 310,000 compounds, 1.1% hits. Q61143. HEK293-TRPC6, membrane potential dye, ACh-evoked depolarization; active compounds read low;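 active = B-score under library mean minus 3 SD, initial fluorescence not abnormally high, positive integrated signal ratio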;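 note: B-score derived from integrated fluorescence ratio over the kinetic read; more negative B-score means stronger inhibition of depolarization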
# Starred values were filed as active, the others as inactive; i = inactive; nt = no result given. Compounds were not picked by outcome; 6.7% or so of the library scored in one or more.
SMILES,MrgX1 antag,TRPC4 potent,SKKanGAS inh,TMEM16A act,MrgX1 ag,TRPC4 inh,TRPC4 act,TRPC6 act,MrgX1 allo act,ANO1 block,TRPC6 inhibitor
CCCCN(C(=O)c1ccccc1OCc1ccc(F)cc1)c1c(N)n(CC(C)C)c(=O)[nH]c1=O,i,i,3,i,i,i,i,i,i,i,i
CCOC(=O)c1sc2ncnc(N3CCN(CC)CC3)c2c1C,i,i,4,i,i,i,i,i,i,i,-5.5*
CCOc1ccc(NC(=O)c2cccc3c2C(=O)N(CCOC)C3)cc1,i,i,8,i,i,i,i,i,i,i,i
O=Cc1ccccc1OCc1nnsc1Cl,i,i,3,i,i,i,i,i,i,i,i
COc1ccc(NC(=O)CCN2C(=O)C3C4CCC(C4)C3C2=O)cc1 (configuration not stated),i,i,0,i,i,i,i,i,i,i,i
O=C(c1n[nH]c2ccccc12)N1CCN(S(=O)(=O)c2ccc3ccccc3c2)CC1,i,i,8,i,i,i,i,i,i,i,i
O=C(NC1(C(F)(F)F)C(=O)Nc2c1c(=O)[nH]c(=O)n2Cc1ccco1)C1CCCCC1 (configuration not stated),i,i,6,i,i,i,i,i,i,i,i
O=C(Nc1ccc(Cl)c(Cl)c1)Nc1cc(C(=O)N2CCOCC2)ccc1N1CCCCC1,i,i,5,i,i,i,i,i,i,i,i
CCN1CCC(O)(C#Cc2ccccc2)CC1,i,i,0,i,i,i,i,i,i,i,i
NC(=O)NCCCC(=O)O,i,nt,nt,i,i,nt,nt,nt,i,i,nt
O=C(CCC(=O)c1cccs1)OCc1nc2ccccc2s1,i,i,-5,i,i,i,i,i,i,i,i
CN(CC(=O)Nc1ccccc1Br)C(=O)c1ccc(COc2ccccc2)cc1,i,i,-1,i,i,i,i,i,i,i,i
COc1ccccc1N1CC(C(=O)Nc2nnc(SCC(=O)N3CCOCC3)s2)CC1=O (configuration not stated),i,i,2,i,i,i,i,i,i,i,i
O=C(CC1SC(N2CCCC2)=NC1=O)Nc1ccc(C(=O)N2CCCC(C(F)(F)F)C2)cc1 (configuration not stated),i,i,1,i,i,i,i,i,i,i,i
COc1ccc(CNc2ncnc3cc(OC)c(OC)cc23)cc1OC,i,i,-5,i,i,i,i,i,i,i,i
CN(C(=O)CSc1nnnn1-c1ccccc1)C1CCS(=O)(=O)C1 (configuration not stated),i,i,-2,i,i,i,i,i,i,i,i
NS(=O)(=O)c1ccc(CCNC(=O)c2ccc(C(=O)c3ccccc3)cc2)cc1,i,i,-6,i,i,i,i,i,i,i,i
Cc1cccc2cc(COC(=O)C(C)(C)C)c(=O)[nH]c12,i,i,5,i,i,i,i,i,i,i,i
CCOC(=O)c1ccc2nc(C)cc(Nc3cccc(C(=O)O)c3)c2c1,i,i,-1,nt,i,i,i,i,i,i,i
CC(C)NC(=O)c1ccc2c(c1)N(Cc1ccccc1)C(=O)C(C)(C)O2,i,i,-1,i,i,i,i,i,i,i,i
COC(=O)c1[nH]c2cc(OC)ccc2c1N,i,i,0,i,i,i,i,i,i,i,i
Cc1ccc(-n2nc3c(c2NC(=O)/C=C\c2ccc4c(c2)OCO4)CSC3)c(C)c1,i,i,2,i,i,i,i,i,i,i,i
CCC(CC)C(=O)Nc1nnc(SCC(=O)N2CCN(c3ccccc3OC)CC2)s1,i,i,-4,i,i,i,i,i,i,i,i
CCCN(Cc1ccccc1)C(=S)Nc1ccc(SC(F)F)cc1,nt,i,0,i,nt,i,i,i,nt,nt,i
Cc1ccccc1Nc1c(-c2cccnc2)nc2cccc(C)n12,i,i,5,i,i,i,i,i,i,i,i

# (next part)
SMILES,MrgX1 antag,TRPC4 potent,SKKanGAS inh,TMEM16A act,MrgX1 ag,TRPC4 inh,TRPC4 act,TRPC6 act,MrgX1 allo act,ANO1 block,TRPC6 inhibitor
CCCN(CCC)c1nc(N(CCC)CCC)[nH]c(=O)n1,i,i,4,i,i,i,i,i,i,i,i
COc1ccc(/C=C/C(=O)c2ccc(NC(=O)c3cccs3)cc2)cc1OC,i,i,24,i,i,i,i,i,i,i,i
COCCNC(=O)c1ccc(C)c(NC(=O)C2=C(C)OCCS2)c1,i,i,-1,i,i,i,i,i,i,i,i
COc1cccc(NC(=O)C/C(C)=N/NC(=O)C2CCCCC2)c1,i,i,-3,i,i,i,i,i,i,i,i
CCOC(=O)c1c[nH]n(-c2ccccc2)c1=O,i,i,0,i,i,i,i,i,i,i,i
Nc1ccc(-c2c3ccc(=O)cc-3oc3cc(O)ccc23)cc1C(=O)O,i,i,7,i,i,i,i,i,i,i,i
CCCCC1CCC(C(=O)Nc2ccc(S(=O)(=O)Nc3nccs3)cc2)CC1 (configuration not stated),i,i,8,i,i,i,i,i,i,i,i
Cc1ccc(S(=O)(=O)N(CC(=O)NC2CCCC2)c2cccc(C)c2)cc1,i,i,-6,i,i,i,i,i,i,i,i
C[C@@H](O)Cc1cn(CC(=O)NCCCCCCCCCCC(=O)N2CCNCC2)nn1,i,nt,nt,i,i,nt,nt,nt,i,i,nt
COc1cccc(-c2cc(C(=O)Nc3ccc4c(c3)OCCO4)c3ccccc3n2)c1,nt,i,3,nt,nt,i,i,i,nt,nt,i
COc1ccc(C(NC(=O)c2ccco2)c2ccc(OC)c(OC)c2)cc1 (configuration not stated),i,i,nt,i,i,i,i,i,i,i,i
Cc1ccc(C(=O)Nc2ccc(N3CCN(S(C)(=O)=O)CC3)cc2)cc1C,i,i,-4,i,i,i,i,i,i,i,i
CCOC(=O)c1nn(-c2ccc(C)c(Cl)c2)c(=O)c(C#N)c1C,i,i,10,i,i,i,i,i,i,i,i
CN(C(=O)c1ccc(Cl)cc1)C1=CCCCC1CCC#N (configuration not stated),i,i,2,i,i,i,i,i,i,i,i
CC1=CC(C)(C)N=C(NC#N)N1,i,i,-5,i,i,i,i,i,i,i,i
CC1CN(Cc2c(O)ccc3c(=O)c(-c4ccccc4Cl)coc23)CC(C)O1 (configuration not stated),i,i,-2,i,i,i,i,i,i,i,i
O=C(C1CCN(S(=O)(=O)c2ccccc2)CC1)N1CCCCC1,i,i,-3,i,i,i,i,i,i,i,i
COc1cccc(Cc2n[nH]c(=S)n2Cc2ccco2)c1,i,i,-6,i,i,i,i,i,i,i,i
CN(CCCOc1ccccc1F)Cc1ccccc1,i,i,8,i,i,i,i,i,i,i,i
COC(=O)c1ccc(CSc2nnc3c(n2)[nH]c2ccccc23)cc1,i,i,-11,i,i,i,i,i,i,i,i
O=C(OCc1nnc(-c2ccccc2)o1)C1CCN(S(=O)(=O)c2cccs2)CC1,i,i,1,i,i,i,i,i,i,i,i
COc1cccc(OCCCN2CCN(S(=O)(=O)c3ccc(NC(C)=O)cc3)CC2)c1,i,i,-5,i,i,i,i,i,i,i,i
OCCCc1n[nH]c(=S)n1-c1ccccc1,i,i,-4,i,i,i,i,i,i,i,i
O=C(NNC(=O)c1cc(Cl)ccc1O)c1cccc(S(=O)(=O)N2CCOCC2)c1,-4.8*,i,-1,i,i,i,i,i,i,i,i
c1ccc(Cn2cnc3ccccc32)cc1,i,nt,nt,i,i,nt,nt,nt,i,i,nt

# Next section.
SMILES,MrgX1 antag,TRPC4 potent,SKKanGAS inh,TMEM16A act,MrgX1 ag,TRPC4 inh,TRPC4 act,TRPC6 act,MrgX1 allo act,ANO1 block,TRPC6 inhibitor
S=c1[nH]nc(-c2ccc3ncccc3c2)n1-c1ccc2c(c1)OCCO2,i,i,8,i,i,i,i,i,i,i,i
Cc1ccc(-c2c(C)n([O-])c3c([n+]2=O)CCC3)o1,i,i,2,i,i,i,i,i,i,i,i
O=C1C2C3C=CC(C3)C2C(=O)N1CCCO (configuration not stated),i,i,-2,i,i,i,i,i,i,i,i
CCOC(=O)C1=C(C)N(c2ccc(OC)cc2)C(=O)/C1=C\c1cccs1,i,i,-16,i,i,i,i,i,i,i,i
COc1ccccc1S(=O)(=O)n1cc(Cc2ccccc2)c(N)n1,i,i,-1,i,i,i,i,i,i,i,i
Cc1ncc(CN2CCN(Cc3ccccc3)C(CCO)C2)s1 (configuration not stated),i,i,-4,i,i,i,i,i,i,i,i
COc1ccc(CC(C)N2CCN(Cc3ccccc3)CC2)cc1OC (configuration not stated),i,i,-8,i,i,i,i,i,i,i,i
COc1ccccc1C(=O)Nc1ccnn1C1CCN(Cc2ccn[nH]2)CC1,i,i,11,i,i,i,i,i,i,i,i
Cc1cccc(C)c1NC(=O)CSc1nnc(-c2ccco2)c(-c2ccco2)n1,i,i,-4,i,i,i,i,i,i,i,i
O=C(COC(=O)Cc1ccccc1F)Nc1ccc2[nH]c(=O)[nH]c2c1,i,i,-1,i,i,i,i,i,i,i,i
O=C1c2ccccc2C(=O)N1CCCc1c[nH]c2ccccc12,i,i,6,i,i,i,i,i,i,i,i
O=C(COC(=O)Cc1cn2ccsc2n1)Nc1nc2ccccc2s1,i,i,80*,i,i,i,i,i,i,i,i
N=c1cc(C2(O)CCCCC2)n2c(nc3ccccc32)s1,i,i,12,i,i,i,i,i,i,i,i
N#CCSc1nnc(-c2cccnc2)n1-c1ccccc1,i,i,5,nt,i,i,i,i,i,i,i
COc1ccc(-c2noc(CCC(=O)N3CCN(c4cccc(C(F)(F)F)c4)CC3)n2)cc1,i,i,14,i,i,i,i,i,i,100*,i
Cc1c(C(=O)NC2CCC(C)CC2)oc2ccccc12 (configuration not stated),i,i,19,i,i,i,i,i,i,i,i
CC1(C)SCC2C(=O)N3C(CSC3(C)C)C(=O)N21 (configuration not stated),i,i,-5,i,i,i,i,i,i,i,i
CN(C)c1ccc(C=NCCC2(O)CCOC(C)(C)C2)cc1 (configuration not stated),i,i,-3,i,i,i,i,i,i,i,i
COC(=O)c1ccc(CSc2nnc(NC(=O)C3CC(=O)N(c4ccc5c(c4)OCCO5)C3)s2)cc1 (configuration not stated),i,i,28,i,i,i,i,i,i,i,i
COc1cc(NC(=O)NCC2CCN(Cc3ccc(C)cc3)CC2)cc(OC)c1OC,i,i,-2,i,i,i,i,i,i,i,i

# Bioassay records as filed in PubChem BioAssay.
